# Bioassay records as filed in PubChem.
# aSyn tox rescue – inhibitors of alpha-synuclein toxicity in yeast | Potency, µM (doses to about 46.1 µM), for the others: top-dose growth rescue (activation), most hits filed as activators | S. cerevisiae alpha-synuclein toxicity rescue, BacTiter-Glo growth, 24 h | AID 1347070 | actives 0.02% (n = 94,000); active means well fitted activation curve with a large enough effect; inconclusive means small, poorly fitted or top-dose-only effect; further: 0% is about no effect
#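 Growth restoration measured by BacTiter-Glo luminescence after 24 hr at 30 deg C; alpha-synuclein yeast, raffinose-pregrown to mid-log, were added at OD600=0.02 in galactose medium onto pinned compounds.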
# Numbers without * were called inactive; ? = inconclusive; [ ] = dose if it differs, or a comment. Potency means the concentration at half of the fitted maximal effect.
mol	aSyn tox rescue
Cc1noc(/C=C/N(C)C)c1S(=O)(=O)N1CCCC(C(=O)NCc2ccco2)C1 (stereo not given)	-4.8%
CC1Cc2cc(/C=C3/SC(=S)N(C)C3=O)ccc2O1 (stereo not given)	-5.5%
O=C1CC[C@@H](C(=O)N2CSC[C@@H]2C(=O)Nc2ccc(C(F)(F)F)cc2)N1	-1.7%
CC1CCCCN1S(=O)(=O)c1coc(C(N)=O)c1 (stereo not given)	6.1%
CCOc1ccc(/C=C(\C#N)C(=O)c2c(C)[nH]c3ccccc23)cc1OC	-36.5%[inhibitor]
Cc1ccc(-c2onc(C)c2C)cc1S(=O)(=O)Nc1cccc(Cl)c1C	27.6%
CCOc1ccc(C(=O)N[C@H](C(=O)Nc2cccc(S(=O)(=O)N3CCOCC3)c2)C(C)C)cc1	3.1%
Cc1nnc(N2CCCC(C(=O)Nc3cc(F)ccc3F)C2)c2nn(-c3ccccc3)c(C)c12 (stereo not given)	-1.6%
N#Cc1cccc(NC(=O)CSc2n[nH]c(=O)[nH]c2=O)c1	-5.8%
CC(Sc1cccc[n+]1[O-])C(=O)Nc1cccc([N+](=O)[O-])c1 (stereo not given)	-5.6%
COC(=O)Cn1c(=O)c2cccn2c2ccc(F)cc21	-0.1%
CCN(CC)S(=O)(=O)c1cccc(C(=O)N/N=C/c2c(C)nn(-c3ccccc3)c2Cl)c1	2.0%
Cc1ccc(S(=O)(=O)NCC(=O)N(CC(=O)NCc2ccc(F)cc2)CC2CCCO2)cc1 (stereo not given)	1.6%
Cc1ccccc1NC(=O)c1sc2nc3n(c(=O)c2c1C)CCC3	-2.6%
COC(=O)c1ccc(NC(=O)CN2CCCN(Cc3ccc(Cl)cc3)S2(=O)=O)cc1	-0.9%
COc1ccccc1C1OC2=C(Nc3ccc([N+](=O)[O-])cc3N2)C1=O (stereo not given)	11.0%
CSCCC(NC(=O)c1ccco1)C(=O)Nc1ccc(C)c(S(=O)(=O)N2CCOCC2)c1 (stereo not given)	-7.3%
Cc1cccc(OCCN2C(=O)C(=O)c3cc(C)ccc32)c1	-3.2%
COc1ccc(Cn2ccn(Cc3cccc(C)c3)c(=O)c2=O)cc1	-16.0%
CCCCn1c(=N)c(S(=O)(=O)c2ccc(Cl)cc2)cc2c(=O)n3cccc(C)c3nc21	4.2%
Cc1ccc(N(CC(=O)NCc2ccccc2)C(=O)c2csnn2)cc1	-11.8%
Cc1cc(/C=N/n2cnnc2)c(C)n1-c1ccc2ncccc2c1	-7.9%
CNC(=O)c1cc(C(=O)c2c(Cl)cccc2Cl)c[nH]1	1.5%
CCc1nn2c(=O)cc(COC(=O)c3ccccc3NC(=O)C3CCCCC3)nc2s1	-7.8%
COc1cc(C(=O)NCC(=O)N2CCN(S(=O)(=O)c3ccccc3)CC2)cc(OC)c1OC	2.2%
O=C(N1CCOCC1)N1CCN(S(=O)(=O)c2ccc(Cl)cc2)C1	-4.3%
CCCCNC(=O)CCCn1c(=O)c2ccccc2n(CC(=O)Nc2ccccc2OCC)c1=O	-2.0%
c1csc(-c2nc3ccccc3s2)c1	-5.2%
Cc1c(C(=O)NCC2CCCO2)sc2nc(-c3ccccc3)cn12 (stereo not given)	4.8%
O=C(NC1CCS(=O)(=O)C1)c1sc2ccccc2c1Cl (stereo not given)	7.9%
COc1cc2oc3cc(C)oc(=O)c3c2cc1OC	10.1%
CCc1ccc(OC(C)C(=O)N2CCC(c3nc4ccccc4o3)CC2)cc1 (stereo not given)	18.8%
Cc1cc(C)c2c(c1)N[C@H](c1cccs1)[C@@H]1CCO[C@H]21	0.5%
O=C(Nc1ccccc1)c1ccc(=O)[nH]n1	-8.0%
CC(C)C1Nc2ccc(C(=O)NCc3ccco3)cc2NC1=O (stereo not given)	11.8%
CCOc1ccc(NC(=O)CCC(=O)N2CCSc3ccccc32)cc1	-8.1%
S=c1nc(-c2ccccc2)n(Cc2cccnc2)c2c1CCCC2	-3.8%
O=C(COC(=O)c1cc(S(=O)(=O)N2CCOCC2)ccc1O)NCc1ccc2c(c1)OCO2	-8.9%
CCOC(=O)c1c(-c2ccc(OC)cc2)oc2ccc(OCc3ccc(C(=O)OC)cc3)cc12	7.0%
C[C@@H]1CN([C@@H](C)CO)C(=O)CCCn2nncc2CO[C@@H]1CN(C)C(=O)C1CCCCC1	2.8%
NNC(=O)c1ccc(COCC(F)(F)C(F)F)cc1	-3.7%
OC(c1ccccc1)c1ccccc1CN1CCCNC1=S (stereo not given)	-3.6%
COc1ccc(-c2cc(C(F)(F)F)n3nc(C(=O)Nc4cc(C)ccc4C)cc3n2)cc1	-0.5%
CCn1c2c(c(=O)n3ncc(C(=O)Nc4ccc(OC(F)(F)F)cc4)c13)CN(Cc1ccc(OC)cc1)CC2	4.5%
Cc1ccc(Cn2nnc(C(=O)Nc3ccc(F)c(F)c3)c2N)cc1	4.2%
CC(C)(C)C(=O)NC1CCN(CC(=O)Nc2ccc3c(c2)OCO3)CC1	-11.3%
Cc1cc(C)cc(C(=O)N2CC(C)SC2=Nc2cccc(S(=O)(=O)N(C)C)c2)c1 (stereo not given)	1.8%
CCCCn1c(CN2CCN(C(=O)c3ccco3)CC2)nc2c1c(=O)n(C)c(=O)n2C	-3.0%
CC(C)CNc1nc(S(=O)(=O)c2ccccc2)c(Cl)s1	12.2%
Cc1ccc(NC(=O)[C@@H]2CCCN2S(=O)(=O)c2ccccc2F)cc1	1.5%
Cc1nc2c(-c3ccccc3)c(C)nn2c(C)c1CCC(=O)NCCc1ccccc1	5.5%
COc1cc(NC(=O)C2CC(=O)N(CCc3ccccc3)C2)cc(OC)c1 (stereo not given)	-7.9%
CC(CCc1ccccc1)N(C)CC(O)c1cccc([N+](=O)[O-])c1 (stereo not given)	-8.8%
Cc1ccc(NC(=O)c2nc(S(C)(=O)=O)ncc2N(Cc2ccco2)Cc2cccs2)c(C)c1	3.7%
CCOC(=O)N1CCN(C(=O)CSc2nc3c(cnn3-c3ccc(C)cc3)c(=O)[nH]2)CC1	-4.6%
CC1CN(C(=O)CCC(=O)Nc2cc(F)ccc2F)c2ccccc2S1 (stereo not given)	8.6%
CCN(CCCCCCN)c1ccc2c(=O)[nH][nH]c(=O)c2c1	1.8%
COc1ccccc1C(CNC(=O)c1cccc(NS(=O)(=O)c2ccc(C)c(F)c2)c1)N1CCCC1 (stereo not given)	1.9%
COc1cccc(-c2cc(C(F)(F)F)n3ncc(C(=O)OC(C)C)c3n2)c1	1.1%
Cc1ccc(-n2ncc(C(=O)NCCCN3CCN(c4cccc(Cl)c4)CC3)c2-n2cccc2)cc1	0.8%

# Next compounds.
mol	aSyn tox rescue
Cc1ccc2oc(=O)c3cnn(CC(=O)N4CCCCC4C)c3c2c1 (stereo not given)	5.2%
CCC(Oc1ccccc1)C(=O)Nc1ccccc1OCc1cc(=O)n2ccccc2n1 (stereo not given)	0.0%
CC(=O)Nc1ccc(S(=O)(=O)NCc2ccc(C(=O)NCc3ccc(Cl)cc3)cc2)cc1	-10.6%
CCCn1c(SCc2nc(-c3ccc(OC)c(OC)c3)no2)nnc1-c1ccccc1	19.2%
CC1CCCN(S(=O)(=O)c2ccc3[nH]c(=O)cc(C(=O)NCCc4ccc(Cl)cc4)c3c2)C1 (stereo not given)	2.8%
COc1ccc(-c2noc(N(c3cccc(Cl)c3)c3nc(-c4ccc(OC)c(OC)c4)no3)n2)cc1OC	-8.1%
O=C(NCCn1cc(SCc2ccccc2Cl)c2ccccc21)c1cccs1	-28.5%
Cc1ccc(S(=O)(=O)N2CCOCC2)cc1NC(=O)Cn1nnc(-c2ccccc2)n1	-0.6%
CCc1ccc(NCc2cc3cc4c(cc3n(CC(=O)Nc3ccc(OC)cc3)c2=O)OCO4)cc1	5.5%
COc1cccc(CNCCSc2nnnn2C)c1OCc1ccccc1Cl	-11.4%
CC(NC(=O)Cn1cnnn1)c1cccc(C(F)(F)F)c1 (stereo not given)	-1.6%
Cc1ccc(S(=O)(=O)N2CCOC23CCN(C(=O)C(=O)NCCC(C)C)CC3)cc1	-31.3%[inhibitor]
CCc1ccccc1NC(=O)c1sc2nc3n(c(=O)c2c1C)CCC3	-5.8%
Cc1ccc(CNC(=O)Cn2cc(C(=O)c3ccc(F)cc3)c(=O)c3ccc(C)nc32)cc1	-3.2%
O=C(Nc1ccc2oc(-c3cccnc3)nc2c1)c1cccc(Br)c1	6.0%
O=C(NCCS(=O)(=O)N1CCN(c2cccc(Cl)c2)CC1)C(c1ccccc1)c1ccccc1	0.7%
Cc1cccc(NC(=O)Cc2csc(COc3cccc(C)c3)n2)c1	2.6%
CCOc1ccccc1NC(=O)c1c(NCc2sccc2C)sc2c1CCCCC2	2.9%
CCNC(=S)N1CCC(C(=O)c2ccc(F)cc2)CC1	-9.0%
COc1ccc(NC(=O)N2CCN(S(C)(=O)=O)CC2)c(OC)c1	4.1%
COC(=O)c1c(NC(=O)COc2ccc(Cl)cc2C)sc2c1CCCCC2	-13.2%
O=C(Nc1c(C(=O)c2ccc(F)cc2)oc2ccccc12)c1cc(-c2ccccc2)on1	-6.9%
O=C(O)C1CCCN1c1ncccc1[N+](=O)[O-] (stereo not given)	0.4%
COc1ccc(C(=O)n2nc(-c3ccc(Cl)cc3)nc2NCc2ccco2)cc1	1.6%
COc1ccc(C2CCCN2CC(O)COc2ccccc2C(C)C)cc1 (stereo not given)	1.8%
COC(=O)C1=C(C)NC(=O)C1(NC(=O)c1cc(OC)c(OC)c(OC)c1)C(F)(F)F (stereo not given)	0.1%
O=C1C(=O)N(C/C=C/c2ccccc2)c2ccccc21	9.3%
CC(=O)N[C@@H](Cc1c[nH]c2ccccc12)C(=O)NCc1ccccc1	2.9%
CCc1ccc(N2CCn3c2nc2c3c(=O)n(C/C=C/c3ccccc3)c(=O)n2C)cc1	3.1%
O=C(Cc1cccs1)NCCS(=O)(=O)N1CCN(c2ccccc2)CC1	-11.0%
CCN1CCN(CCCNC(=O)Cn2nc(C)n3c(cc4cc(C)ccc43)c2=O)CC1	-3.3%
O=C(CN1C(=O)CCc2cc(S(=O)(=O)N3CCOCC3)ccc21)Nc1cccc(Cl)c1	0.9%
O=S(=O)(c1ccc(NC(=S)N2CCOCC2)cc1)N1CCCCC1	-5.5%
COC(=O)c1ccc2c(=O)[nH]c(COC(=O)c3c(-c4ccccc4)noc3C)nc2c1	1.1%
CCn1ccc2cc(S(=O)(=O)N3CCCN(C(=O)Nc4ccc(C)cc4)CC3)ccc21	7.1%
CCCOc1ccc(-c2nc(N3CCC(C)CC3)c3ccccc3n2)cc1	-19.6%
CN(CC(=O)Nc1ccccc1Cl)C(=O)CSc1nncn1C	-11.3%
O=C(O)c1ccc(N/N=C/c2ccc(-c3ccc(Cl)cc3Cl)o2)cc1	7.5%
CC(C)n1cnnc1SCC(=O)NNC(=O)COc1ccc(Cl)cc1	-1.5%
O=C(O)c1cccc(-n2cccc2/C=C2/NC(=O)N(Cc3ccccc3F)C2=O)c1	-7.9%
c1ccc(-c2cnc(CN3CCN(c4ccccc4)CC3)o2)cc1	11.4%
Cc1ccc(OCC(=O)N(Cc2ccc(Cl)cc2)CC2CCCO2)cc1C (stereo not given)	?
CC(Oc1ccc(Cl)cc1Cl)C(=O)NNC(=O)C(=O)N1CCCCC1 (stereo not given)	4.3%
COC(=O)C[C@@H]1C[C@@H]2c3cc(NS(=O)(=O)c4ccc(F)cc4)ccc3O[C@@H]2[C@H](CO)O1	6.6%
COc1ccc(CCNC(=O)Cn2c(-c3ccc(F)cc3)cc(C(C)=O)c2C)cc1OC	-4.6%
O=C(O)/C=C/C(=O)Nc1ccccc1SC(F)(F)C(F)(F)C(F)(F)F	-18.9%
COc1ccc(Cn2c(=O)[nH]c3cc(C(=O)NCCCN4CCCCCC4)ccc3c2=O)cc1	-0.8%
COC(=O)CSc1nc2sc3c(c2c(=O)n1-c1ccccc1C)CC(C)(C)OC3	-9.3%
COC(=O)c1ccc(NC(=S)NN2CCCCC2c2cccnc2)cc1 (stereo not given)	?
O=C(O)C=Cc1c[nH]c2nccnc12	-2.8%
CCOc1ccc(-n2cc(-c3ccccc3)c3c(N4CCN(c5ccccc5OC)CC4)ncnc32)cc1	7.2%
NC(=O)NC(CC(=O)OCC(=O)Nc1nnc(-c2ccccc2)o1)c1ccc(Cl)cc1 (stereo not given)	-1.5%
O=C1N(Cc2ccccc2)c2ccc(Cl)cc2C1(O)c1c[nH]c2ccccc12 (stereo not given)	9.3%
Cc1ccc(C2CCN(C(=O)c3cnn(-c4cccc(Cl)c4)c3C3CCN(C(=O)OC(C)(C)C)CC3)C2)cc1 (stereo not given)	9.1%
COc1cc(NC(=O)C2=C(C)OCCS2)c(Cl)cc1C(=O)NCCN(C)C	1.7%

# The list is partial (hit frequency here may not be typical).
